Screens as filed in PubChem.
PPARg SRC3 recr – promotes SRC-3 coactivator recruitment by human PPARgamma. P37231. biochemical PPARgamma/SRC-3 coactivator recruitment assay. activation, % at 8 µM. 0.26% of 200,000 active. AID 731; in the data active = activation above about 23%;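 note: 0% = DMSO and 100% = reference agonist; some compounds past the cut are filed as inactive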
Diaph inh CS – counter-screen for diaphorase-based assays: diaphorase inhibitors and chemical oxidizers | diaphorase resazurin-to-resorufin fluorescence, NADH, 16 min; bacterial (C. kluyveri) enzyme, not human | inhibition, % at 20 µM | 0.69% of 190,000 active | AID 1217;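 active = primary screen inhibition at 20 µM above a set limit, cut at about 50% in these data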;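 note: plate controls were DMSO with full reaction for no effect and wells lacking NADH for full effect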
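Benchmarks: positive control wells lacking NADH, neutral wells with DMSO only. System: bacterial diaphorase enzyme (C. kluyveri). Input: 0.14 U/mL diaphorase, enzyme working solution. Detection: resorufin fluorescence, excitation 544 nm, emission 590 nm. Times: 16-min room-temperature incubation before reading.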
PPARg SRC1 recr – promotes SRC-1 coactivator recruitment by human PPARgamma; P37231; PPARgamma-SRC-1 coactivator recruitment biochemical assay; activation, % at 8 µM; 0.41% of 200,000 active; AID 631; in the data active = activation above about 19%;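 note: 0% = DMSO and 100% = reference agonist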
SRC2 TRFRET art – counter-screen for PPARgamma SRC-2 recruitment agonists: TR-FRET artefact. 0.4% of 200,000 active. TR-FRET ratio at 8 µM. stronger effect = higher value. AID 1049; in the data active = TR-FRET ratio above about 2000; note: inactives centre near 1500
Diaphorase act – counter-screen for diaphorase-based assays: diaphorase activators and chemical reducers | Diaphorase/resazurin coupled assay, resorufin fluorescence, 16 min; stronger effect = higher value; 1 = vehicle wells, 0 = NADH-free wells | activation factor at 20 µM | 0.005% of 190,000 active;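 active = diaphorase activity raised at least twofold by the compound at 20 µM; inactive = activation factor below 2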
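Material: bacterial diaphorase enzyme (C. kluyveri); amount: enzyme 0.07 U/mL final; reagent: NADH substrate 0.114 mM plus resazurin dye 0.1 mM, final; doses: single compound dose of 20 µM, 1% DMSO final; timing: 16 min enzyme reaction, ambient temperature; measured by: fluorescence of resorufin, 544 nm excitation, 590 nm emission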
S1P3 antagonist – antagonists of human S1P3 receptor | inhibition, % at 4.98 µM | AID 485 | 0.27% of 170,000 active | Q99500 | CHO S1P3 NFAT-BLA reporter, FRET fluorescence, antagonist mode;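 active = inhibition above the plate cutoff, the mean inhibition of test wells on that plate plus 3 SD, cut at about 28% in these data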;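 note: cells challenged with S1P at its EC80 of 0.8 µM; blue over green emission ratio from cleaved BLA substrate after 4 h stimulation; 0% = S1P-stimulated wells and 100% = unstimulated DMSO-only wells; some compounds past the cut are filed as inactive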
Target sequence (Q99500 whole entry, looked up): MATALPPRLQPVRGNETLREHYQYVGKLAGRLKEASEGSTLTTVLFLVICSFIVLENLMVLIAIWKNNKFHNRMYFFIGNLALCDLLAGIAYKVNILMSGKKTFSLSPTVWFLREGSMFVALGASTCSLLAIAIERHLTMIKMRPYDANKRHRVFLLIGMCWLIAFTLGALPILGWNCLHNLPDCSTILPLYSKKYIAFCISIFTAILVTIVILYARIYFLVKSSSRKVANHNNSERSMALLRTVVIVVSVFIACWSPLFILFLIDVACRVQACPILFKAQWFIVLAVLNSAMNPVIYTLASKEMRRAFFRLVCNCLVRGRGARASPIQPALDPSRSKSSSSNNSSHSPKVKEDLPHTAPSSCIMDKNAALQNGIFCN
PPARg SRC-2 ag – PPARgamma-driven SRC-2 recruitment agonism. PPARgamma LBD-SRC-2 recruitment, biochemical. activation, % at 8 µM. 0.34% of 200,000 active. AID 1032; in the data active = activation above about 22%;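 note: 0% = vehicle and 100% = reference agonist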
ROMK primary – modulators of human ROMK potassium channel. P48048. Tet-inducible ROMK, thallium flux fluorescence; actives lie on both sides. B-score at 10 µM. 2% of 130,000 active;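 active = signal ratio slope over the read window, or its plate-corrected B-score, at least 3 SD from the plate mean, either direction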;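 note: B-score of the F/F0 ratio slope over 7 to 12 s after thallium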
Target sequence (P48048 whole entry, looked up): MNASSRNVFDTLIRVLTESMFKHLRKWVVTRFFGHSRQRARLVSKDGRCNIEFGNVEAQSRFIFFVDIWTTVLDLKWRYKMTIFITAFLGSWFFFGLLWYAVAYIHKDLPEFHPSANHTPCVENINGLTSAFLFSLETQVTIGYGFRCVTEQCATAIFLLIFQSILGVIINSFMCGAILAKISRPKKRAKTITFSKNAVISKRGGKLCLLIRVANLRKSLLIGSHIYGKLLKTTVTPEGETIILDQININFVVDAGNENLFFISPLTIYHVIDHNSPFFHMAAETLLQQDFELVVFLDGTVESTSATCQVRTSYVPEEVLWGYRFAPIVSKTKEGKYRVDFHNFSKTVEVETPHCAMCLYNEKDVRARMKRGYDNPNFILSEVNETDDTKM
G6PDH CS – counter-screen for G6PDH assay hits: L. mesenteroides G6PDH inhibition | Purified L. mesenteroides G6PDH, diaphorase/resazurin coupled fluorescence, 45 min | inhibition, % at 5 µM | 0.12% of 200,000 active; in the data active = inhibition above about 50%
PMI act satM6P – activators of human phosphomannose isomerase at near-saturating mannose 6-phosphate; activation factor at 20 µM; coupled PMI enzyme assay, resazurin fluorescence, 20 min; stronger effect = higher value; 1 = untreated enzyme, 0 = substrate-free blank; AID 1216; 0.34% of 190,000 active;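 active = activation factor of 2 or more at 20 µM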
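Test system: human phosphomannose isomerase with PGI, G6PDH, diaphorase coupling enzymes; Amount: PMI at 15 ng/mL final; Reagent: Mannose-6-phosphate 1.0 mM (near-saturating) plus 0.22 mM NADP+; Timing: 20 min, room temperature; Technique: resorufin fluorescence at Ex 544/Em 590 nm; Dosing: 20 µM single dose.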
PMI activator – phosphomannose isomerase (human) activation | activation factor at 20 µM | P34949 | 0.005% of 190,000 active | purified human PMI, coupled resazurin fluorescence, 20 min; stronger effect = higher value; 1 = vehicle control, 0 substrate-free wells | AID 1214;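 active = activation factor of 2 or more at 20 µM, relative to plate controls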
Numbers without * were called inactive; · = no result given.

Start of the listing, in advance (2 entries):
SMILES	PPARg SRC3 recr	Diaph inh CS	PPARg SRC1 recr	SRC2 TRFRET art	Diaphorase act	S1P3 antagonist	PPARg SRC-2 ag	ROMK primary	G6PDH CS	PMI act satM6P	PMI activator
CCOC(=O)N=S(=O)(Oc1ccc([N+](=O)[O-])cc1)c1ccc(Cl)cc1 (stereo not given)	-6	25	-7	1429	0.8	·	-4	-0.77	4	0.9	0.9
Cc1ccc(-c2noc(CCC(=O)NCCCN3CCN(c4cccc(Cl)c4)CC3)n2)cc1	2	16	6	1467	0.8	9	4	·	5	1	1

Results (from the top)
SMILES	PPARg SRC3 recr	Diaph inh CS	PPARg SRC1 recr	SRC2 TRFRET art	Diaphorase act	S1P3 antagonist	PPARg SRC-2 ag	ROMK primary	G6PDH CS	PMI act satM6P	PMI activator
CCOC(=O)N=S(=O)(Oc1ccc([N+](=O)[O-])cc1)c1ccc(Cl)cc1 (stereo not given)	-6	25	-7	1429	0.8	·	-4	-0.77	4	0.9	0.9
Cc1ccc(-c2noc(CCC(=O)NCCCN3CCN(c4cccc(Cl)c4)CC3)n2)cc1	2	16	6	1467	0.8	9	4	·	5	1	1
CC(C#N)Sc1nnc(Nc2ccccc2)s1 (stereo not given)	7	3	18	1640	1	-4	10	0.72	4	1.1	1
CCOC(=O)C1CCCN(c2cc(=O)n(Cc3ccc(F)cc3)c(=O)[nH]2)C1 (stereo not given)	-3	24	1	1503	0.8	-19	6	·	4	0.7	0.9
CC(C)(C)c1cc(C(=O)NCc2ccccc2)ccn1	5	-9	4	1495	1.1	-2	-1	·	2	1.1	1.1
CC(C)CC(=O)NN(C)c1nc(-c2ccccc2)nnc1C(F)(F)F	10	5	-3	1465	1	·	0	·	3	1	1
CCOC(=O)C(=CNc1cc(C)nn1-c1ccc(C)cc1)C(=O)OCC	12	24	-2	1780	0.8	·	13	-0.91	7	1	1
COc1ccc(CCNc2nc(-c3cccc(NC(C)=O)c3)cs2)cc1OC	7	11	6	1447	0.9	13	-6	-1.9	14	0.9	0.8
COc1cc(CN(C)Cc2ccccc2)cc(OC)c1O	-1	25	0	1448	0.8	·	-2	0.022	51*	0.6	0.7
O=C(Nc1nnc(Cc2c[nH]c3ccccc23)s1)c1ccc(Cl)cc1Cl	3	19	-3	1513	0.8	1	3	0.73	9	1.4	1.3
N#CCCN(Cc1cccnc1)S(=O)(=O)c1ccc(S(=O)(=O)NC2CCCCC2)cc1	4	6	-4	1419	0.9	1	2	·	15	1	0.9
CCOc1cc(Br)ccc1S(=O)(=O)N1CC(C)OC(C)C1 (stereo not given)	-8	13	-1	1454	0.9	·	-5	·	-1	1	1
O=C(NCc1cccnc1)c1ccc(CS(=O)(=O)c2ccc(Cl)cc2)o1	-1	6	4	1589	0.9	-56	6	·	11	1	1
Cc1ccc(C(=O)CSc2nnc(CNc3ccc(F)cc3)o2)cc1	0	8	0	1576	0.9	2	8	-0.92	2	1	1.1
CC1(c2ccc3noc(-c4ccc(F)cc4)c3c2)OCCO1	2	16	2	1434	0.8	·	8	-2	8	0.9	0.9
CN(c1ccc(C(=O)Nc2ccc(CC#N)cc2)cc1)S(C)(=O)=O	0	14	8	1600	0.9	2	11	0.64	3	1	1
Cc1nc(Oc2cccc(Cl)c2)c2oc3ccccc3c2n1	-1	13	4	1282	0.9	·	-4	0.03	-9	1	0.9
CCOC(=O)N1CCC(n2c(SCC(=O)NCc3ccccc3)nc3ccccc3c2=O)CC1	-1	10	4	1570	0.9	·	2	0.21	-1	1	1
CC(C)COc1ccc(Cc2cnc(N)nc2N)cc1	3	11	-3	1187	0.9	·	-4	-1.6	-1	1	1
C=CCn1c(SCC(N)=O)nc(C)cc1=O	7	6	-3	1544	0.9	-8	0	-1.3	9	0.9	0.8
Cc1oc(-c2ccccc2F)nc1CS(=O)(=O)CC(=O)NCCN(C)C1CCCCC1	3	10	5	1528	0.9	-9	5	·	-4	1	1
C/C(=N\NC(=O)c1cc(C)oc1C)c1ccc(N2CCOCC2)cc1	1	9	6	1472	0.9	-12	5	-0.2	11	1.1	1.1
O=C(COC(=O)C1CCCCC1)NCCc1ccccc1	-1	2	2	1501	1	-15	1	0.18	6	1.1	1
Cc1ccc2oc(=O)n(CCOc3ccccc3)c2c1	0	42	5	1599	0.6	10	-1	-3.5*	-1	1	1
CC(=O)c1cccc(NC(=O)CCNS(=O)(=O)c2cccc3nsnc23)c1	-6	11	-3	1539	0.9	·	4	-0.017	-13	1	0.9
COc1ccc(Cl)cc1S(=O)(=O)N1CCN=C1C	10	9	9	1670	0.9	6	11	·	-1	1	1
COc1ccc(-c2nn(C)c3sc(C(=O)N4CCOCC4)cc23)cc1OC	4	8	1	1384	0.9	-5	-3	·	-1	0.9	0.9
COc1cc2c(cc1OC)-c1cc(Nc3ccc4c(c3)OCCO4)nc(=O)n1CC2	-5	42	-2	1422	0.6	10	-1	·	-23	0.8	0.8
Cc1cc(/C=C2/NC(=O)N(Cc3ccccc3F)C2=O)c(C)n1C(C)C	0	16	9	1566	0.8	11	-2	-0.66	-3	1	1.1
CCC(CC)NC(=O)COC(=O)CCC(=O)c1cccs1	-6	21	2	1602	0.8	0	-5	·	7	0.9	1
O=C(NC1CCCC1)C(=O)N(c1ccccc1F)C(C(=O)NCC1CCCO1)c1cccs1 (stereo not given)	-1	-17	-6	1602	1.2	-16	0	0.25	9	1.1	1.1
CCCOc1cccc(NC(=O)c2c(-c3ccccc3)noc2C)c1	1	21	1	1454	0.8	18	7	·	8	0.9	0.8
CN(C)S(=O)(=O)Oc1ccc(C(=O)Nc2cccc(Cl)c2)cc1	4	6	2	1420	0.9	17	6	0.016	11	1	0.9
COc1cc2[nH]c(-c3ccc(C)cc3)cc(=O)c2cc1OC	0	8	1	1468	0.9	-3	-3	0.39	13	1.2	1.2
Cc1ccc(Cl)cc1NC(=O)COC(=O)C1CCCCC1	-3	15	5	1400	0.8	·	8	0.07	3	0.9	0.9
CC1(C)CC(=O)C(C(C2=C(O)CC(C)(C)CC2=O)c2ccc([N+](=O)[O-])cc2)C(=O)C1 (stereo not given)	2	8	2	1606	0.9	1	-4	·	-6	1.1	1
COc1ccc(C(=O)NC(=S)Nc2cc3oc4ccccc4c3cc2OC)cc1	1	6	4	1536	0.9	-11	3	·	2	0.9	1
CC[C@H](C)[C@H](NS(=O)(=O)c1ccc(C)cc1)C(=O)N1CCC(C(=O)N[C@H](C(=O)O)C(C)C)CC1	2	11	-2	1554	0.9	-35	2	·	0	1	1
COc1ccc(C)cc1NC(=O)c1ccc(S(=O)(=O)N2CCOCC2)cc1	2	15	0	1626	0.8	-2	4	-0.66	6	0.9	0.8
COc1cc(C2NC(C(=O)O)CS2)ccc1OCc1ccccc1C#N (stereo not given)	-3	-5	5	1598	1	-14	5	·	11	1.1	1
Cc1ccc(C2/C(=C(/O)c3ccc(Cl)cc3)C(=O)C(=O)N2CC2CCCO2)o1 (stereo not given)	7	22	6	1590	0.8	6	4	-0.75	8	1.3	1.3
CCOC(=O)c1sc(C)c(C(N)=O)c1NC1=NCCCCC1	3	-7	3	1630	1.1	-26	9	·	5	1	1.1
COc1cccc(CN(Cc2ccccc2F)S(=O)(=O)c2ccc(S(=O)(=O)NCc3ccccc3)cc2)c1	0	13	-4	1445	0.9	12	-6	0.67	10	0.9	0.8
CCOC(=O)N1CCN(C(=O)COc2ccc(Cl)cc2)CC1	-2	10	1	1281	0.9	·	4	-1.6	12	0.9	0.9
O=C(NCCN1CCOCC1)c1ccc2c(c1)ncn2C1CCCCC1	1	9	-3	1502	0.9	14	2	0.0037	16	1.1	1
COC(=O)Nc1ccc(OCC(=O)N2CCOCC2)cc1	2	16	2	1421	0.8	-5	-3	0.46	8	0.9	0.9
COc1ccc(CC(=O)NC(=S)Nc2ccc(S(=O)(=O)NC(C)(C)C)cc2)cc1	5	21	6	1486	0.8	·	5	·	-2	0.9	0.8
CC1(C)CC(=NNC(=O)c2n[nH]c3c2CCC3)CC(C)(C)N1	-2	16	5	1615	0.8	20	-3	-0.15	6	0.9	0.9
Cc1ccc(C(=O)NCC(=O)OCC(=O)Nc2ccccc2C#N)s1	3	10	2	1770	0.9	-22	4	-0.39	3	0.9	1.1
Cc1noc(C)c1C(=O)Nc1ccccn1	-5	1	-7	1393	1	14	-6	·	45	1	1
(cont.)
SMILES	PPARg SRC3 recr	Diaph inh CS	PPARg SRC1 recr	SRC2 TRFRET art	Diaphorase act	S1P3 antagonist	PPARg SRC-2 ag	ROMK primary	G6PDH CS	PMI act satM6P	PMI activator
Cc1c(C(=O)NCC(C)C)sc2nc(-c3ccc(F)cc3)cn12	0	10	4	1533	0.9	2	4	·	-36	1	1
O=C(COC(=O)Cc1ccc(S(=O)(=O)N2CCOCC2)s1)NCc1ccccc1	1	8	0	1785	0.9	-18	5	·	2	1.1	1.1
CC(C)(C)NC(=O)NC(=O)COC(=O)C1CC(=O)N(Cc2ccccc2)C1 (stereo not given)	0	14	5	1570	0.9	·	9	·	13	0.9	0.9
CC1(C)CC(=O)c2cc(C(=O)N3CCCCC3)c(=O)n(-c3ccc(Cl)cc3)c2C1	-2	·	2	1583	·	-19	5	·	·	·	·
CCOc1ccc(CCNC(=O)c2[nH]c(C)c(C(C)=O)c2C)cc1OCC	0	20	3	1586	0.8	-24	1	0.32	-2	1.1	1.1
CCCCn1c(O)c(N=NC(=O)c2ccncc2)c2cc(Br)ccc21	-2	16	0	1427	0.8	-11	5	-0.76	8	0.9	0.9
CCCCc1[nH]c(=O)c(C#N)c2c1CCCC2	4	3	1	1659	1	·	9	·	13	0.9	0.9
COc1ccccc1-c1cc(-c2cc(Cl)ccc2O)n[nH]1	-5	13	2	1707	0.9	·	-6	2.5	5	0.9	0.9
CCCCCCOC(=O)C(C#N)c1nc2ccccc2nc1N1CCN(CC)CC1 (stereo not given)	-1	2	-3	1575	1	5	-1	·	3	1	0.9
Cc1cccc(Nc2nnc(SC/C(O)=C(\C#N)c3nc4ccccc4[nH]3)s2)c1C	2	24	-3	1614	0.8	-6	13	0.41	-4	0.9	1
Cc1cc(C)n(C(=O)CNC(=O)Cc2ccccc2)n1	-1	17	-3	1356	0.8	-4	-3	·	4	1	1
O=C1C(Cc2cccc([N+](=O)[O-])c2)S/C(=N/N=C/c2ccco2)N1c1ccccc1 (stereo not given)	0	20	-5	1646	0.8	-9	-7	0.21	-15	1	1
O=c1c2c3c(sc2nc2n1CCCCC2)CCCC3	1	14	2	1494	0.9	-82	3	·	4	0.9	0.9
